# Artemis endo inh = Artemis (human) endonuclease inhibition; Q96SD1; recombinant Artemis, quenched FAM hairpin cleavage fluorescence; inhibition, % at 10 µM; 0.78% of 30,000 active; AID 686954;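 active = at 10 µM dose, at least 30% inhibition, measured as corrected fluorescence normalized to stimulator and neutral control wells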
# Target sequence (Q96SD1 whole entry, looked up): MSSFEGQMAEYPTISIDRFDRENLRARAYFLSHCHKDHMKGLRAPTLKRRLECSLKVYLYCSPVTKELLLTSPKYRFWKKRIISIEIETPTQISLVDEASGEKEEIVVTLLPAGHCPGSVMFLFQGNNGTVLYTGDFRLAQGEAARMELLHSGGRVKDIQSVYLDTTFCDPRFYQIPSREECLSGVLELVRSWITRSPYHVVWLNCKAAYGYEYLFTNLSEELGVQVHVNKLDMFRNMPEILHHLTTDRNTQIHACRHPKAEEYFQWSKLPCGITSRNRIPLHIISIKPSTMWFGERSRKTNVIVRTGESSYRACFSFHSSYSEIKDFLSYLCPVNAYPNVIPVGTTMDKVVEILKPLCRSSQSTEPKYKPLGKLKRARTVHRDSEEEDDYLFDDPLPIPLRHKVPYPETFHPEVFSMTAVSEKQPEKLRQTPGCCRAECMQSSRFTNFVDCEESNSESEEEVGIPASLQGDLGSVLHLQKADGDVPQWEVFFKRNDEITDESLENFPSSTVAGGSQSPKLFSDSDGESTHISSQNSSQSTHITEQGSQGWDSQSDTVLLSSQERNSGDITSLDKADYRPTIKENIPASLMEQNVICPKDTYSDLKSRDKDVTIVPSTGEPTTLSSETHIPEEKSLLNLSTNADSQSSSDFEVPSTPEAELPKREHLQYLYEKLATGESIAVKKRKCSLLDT
# An asterisk follows results filed as active.
structure | Artemis endo inh
CS(=O)(=O)N1CCN(c2ccc(NC(=O)c3ccc(Br)o3)cc2)CC1 | 0
COc1ccccc1OCCN1C(=O)S/C(=C\c2ccco2)C1=O | 2
CCNc1nc(SCc2ccccc2)nc(N2CCOCC2)n1 | -6
CN(C)CCN1C(=O)C(=O)/C(=C(/O)c2ccc(OCc3ccccc3)cc2)C1c1ccncc1 (configuration not stated) | 0
O=C1NC2(CCCCC2)C(=O)N1/N=C/c1ccc(O)cc1O | 6
N#Cc1ccc(NC(=O)c2sc3cc(C(F)(F)F)cnc3c2-c2cccs2)cc1 | -1
Cc1ccc(O)c(C(=O)c2cnc3c(c2)COc2ccccc2-3)c1 | 16
COc1ccc(C(=O)N2CCN(C(=O)c3cc(OC)c(OC)c(OC)c3)CC2)cc1 | -1
O=C1CC(c2cccc(Cl)c2)Cc2nc(N3CCOCC3)ncc21 (configuration not stated) | 12
CCOc1ccc(-c2cnc3n2CCC3)cc1 | -7
O=C(Nc1ccn(Cc2ccccc2F)n1)c1ccc(COc2cccc(Br)c2)cc1 | 17
O=C(O)c1cc(S(=O)(=O)Nc2ccccc2C(=O)O)ccc1O | 2
Cc1ccc(Sc2ncnc3onc(C)c23)cc1 | 2
CCN(CC)S(=O)(=O)c1cccc(C(=O)N[C@H](C(=O)OCC(=O)NC(=O)NC)C(C)C)c1 | -5
COc1ccc(S(=O)(=O)N2CCN(C(=O)c3cnc(C)cn3)CC2)cc1 | 4
Cc1c(C(=O)NCc2ccccc2)oc2c1C(=O)CCC2 | -4
CCN(CC)C(=O)CSc1nnc(-c2cccnc2)n1Cc1ccccc1 | 3
CCn1c(COc2ccc3c(c2)OCO3)nnc1SCC(=O)c1ccc(Cl)cc1 | -4
O=C(NCc1cccs1)Nc1cccc(Cl)c1 | 3
C=CCn1c(COc2ccccc2)nnc1SCC(=O)N/N=C/c1cc(Cl)ccc1O | 11
CCC(=O)NC(=S)Nc1cccc(NC(=O)c2ccccc2Cl)c1 | -5
Oc1ccc(Cl)cc1-c1cc(-c2ccco2)[nH]n1 | 10
C=CCc1ccccc1OCC(O)CN1CCN(C(=O)OCC)CC1 (configuration not stated) | -4
O=C1c2ccccc2C(=O)N1CC(=O)N1c2ccccc2CCc2ccccc21 | -5
COC(=O)c1ccccc1NC(=O)c1ccc(-c2ccc(Br)cc2)o1 | -6
CC(C)CN(C(=O)COC(=O)c1ccc2c(c1)NC(=O)CS2)C1CCS(=O)(=O)C1 (configuration not stated) | -10
Cc1cc(C)n(CCOC(=O)c2sc3ccccc3c2Cl)n1 | 7
O=C(Nc1ccccc1C(=O)O)c1ccc(Cl)c(S(=O)(=O)N2CCOCC2)c1 | -4
c1ccc2c(-c3nnc(SCc4cn5ccccc5n4)o3)c[nH]c2c1 | 8
COc1ccccc1CNC(=O)CNC(=O)Cn1cnc2ccccc2c1=O | -2
CCn1c(NCCc2ccc(OC)c(OC)c2)nc2c1c(=O)n(C)c(=O)n2C | -1
O=C(Nc1ccc(Cl)cc1)c1ccsn1 | -7
Cn1c(=O)n(Cc2ccccc2)c(=O)c2c1nc1n2CCCN1Cc1ccccc1 | 15
CCC/C(O)=C1\C(=O)CC(C)(C)CC1=NCCO | 0
O=C(Nc1cccc2nsnc12)C1CC(=O)N(c2ccccc2)C1 (configuration not stated) | 7
Cc1ccc(Oc2nc3ccccc3n3cccc23)cc1 | 5
CCCS(=O)(=O)N1CCN(c2ccccc2F)CC1 | -6
CCn1c(NN)nc2sc3c(c2c1=O)CCC3 | 1
COc1ccc(Cl)c(Cn2c(NCC(C)O)nc3c2c(=O)n(C)c(=O)n3C)c1 (configuration not stated) | 2
COc1cc(NC(=O)c2ccccc2)c(OC)cc1Cl | 0
COc1cc(-n2c(=O)c3ccccc3n(Cc3cccnc3)c2=O)cc(OC)c1OC | -6
COc1nc(NS(=O)(=O)c2ccc(C)cc2)nc(C)c1Cl | 4
COC(=O)c1cc(Br)c(=O)n(Cc2ccc3c(c2)OCO3)c1 | -7
CCNC(=O)CC(=O)Nc1ccccc1C(=O)O | -3
Cc1ccc(N=C2N=C(N)c3ccccc32)c(C)c1 | 4
Cc1ccc(Sc2ccc(N)cc2C#N)cc1 | 1
CCOc1ccccc1NC(=O)C1CCCN(S(=O)(=O)c2ccc(OC)c(C)c2)C1 (configuration not stated) | 12
Cc1ccc2cc3cc(C(=O)NCCC(C)C)oc3nc2c1 | 1
CCCCc1c(O)nc(SCC(=O)NCCc2ccc(OC)c(OC)c2)[nH]c1=O | -8
COc1ccc(C(=O)NC(=S)Nc2ccc3c(c2)Cc2ccccc2-3)cc1 | -2
CCOC(=O)N1CCN(c2cc(NCCC(=O)O)c3c4c(onc24)-c2ccccc2C3=O)CC1 | 33*
Cc1ccccc1C(=O)NC(=S)Nc1ccccc1C(F)(F)F | 2
Cc1cccc(NC(=O)c2cccc(NS(=O)(=O)c3ccc(Cl)cc3)c2)c1 | 11
O=C1c2ccccc2-c2c1cccc2C(=O)N1CCOCC1 | 17
Cc1nn(C(C)c2nc(-c3ccccc3)no2)c(C)c1[N+](=O)[O-] (configuration not stated) | -2
Cc1nc(Nc2ccc(S(N)(=O)=O)cc2)oc1C | 5
CN(C)S(=O)(=O)c1ccc(C(=O)Nc2ccccc2C(=O)O)cc1 | -5
CN(C(=O)c1ccc(Cl)cc1)C1=CCCCC1CCC#N (configuration not stated) | -3
COc1ccc(OC)c(NC(=S)NCCC(c2ccccc2)c2ccccc2)c1 | 14
CCOC(=O)Cc1c(C)c2c(C)[nH]nc2oc1=O | -7

# Further structures
structure | Artemis endo inh
Cn1c(-c2ccc(N)cc2)nc2ccccc21 | -2
CC(C)NC(=O)NC(=O)CSc1nnc(COc2ccccc2Cl)o1 | -6
COc1ccccc1OCc1nc(C#N)c(NCc2ccco2)o1 | 8
CCCCS(=O)CC(CS(=O)CCCC)OC(=O)c1ccc(C)cc1 (configuration not stated) | -6
c1ccc(CSc2ncn(-c3ccccc3)n2)cc1 | 3
Clc1ccc(SCc2cc(-c3ccc(Cl)cc3)on2)cc1 | 6
O=C(Cc1cccs1)N(Cc1ccco1)C1(C(=O)NC2CCCC2)CCCCC1 | -2
Cc1cccc(Oc2ccccc2NC(=O)c2cnccn2)c1 | 7
COc1cc(C(=O)OCC(=O)NCc2ccco2)cc(OC)c1OC | 7
COc1ccc(C(=O)Nc2cc(Cl)cc(Cl)c2)c(OC)n1 | 4
COC(=O)CSc1cc(SCC(=O)OC)c(C#N)c(SCC(=O)OC)c1 | 0
O=C(Nc1ccccc1)c1ccccc1NS(=O)(=O)c1ccc(Cl)s1 | 21
Cc1noc(C)c1COc1ccc(C(=O)OCC(=O)NC2CCCCC2C)cc1 (configuration not stated) | 2
CCS(=O)(=O)N1Cc2ccccc2CC1C(=O)NC(C)C12CC3CC(CC(C3)C1)C2 (configuration not stated) | 13
CCC(C)[C@H](NC(=O)NCc1cccc(OC)c1)C(=O)OC (some centres not stated) | -9
O=C(/C=C/c1ccccc1Cl)Nc1ccncc1 | 5
O=C(c1ccccc1)N1CCCc2ccccc21 | -4
COc1ccccc1/C=c1\sc2nc(-c3ccco3)nn2c1=O | 12
Cc1cc(-c2ccc(Cl)cc2)oc(=O)c1NC(=O)c1ccccc1 | -6
COc1cc2c(cc1OC)C(C)N(C(=O)C1COc3ccccc3O1)CC2 (configuration not stated) | -2
CC(C)(C)n1nc2c(c1NC(=O)c1cccc(C(F)(F)F)c1)CS(=O)C2 (configuration not stated) | -6
O=C(COc1ccc(Cl)cc1)NNC(=O)c1ccccn1 | -2
CC(=O)Nc1ccc(N2S(=O)(=O)c3ccccc3S2(=O)=O)cc1 | -16
Cc1ccc2c(c1)c1c3n2CCN(C(=O)CN2CCN(C)CC2)C3CCC1 (configuration not stated) | 8
COc1cc2c(cc1OC)CN(C(=O)CSc1nc(C)cc(C)c1C#N)CC2 | -1
COc1ccc(C(=O)N2c3ccccc3C(=O)OC2c2ccc3c(c2)OCO3)cc1 (configuration not stated) | -8
COc1cc(C2Nc3ccc4ncccc4c3C3=C2C(=O)CCC3)cc(OC)c1O (configuration not stated) | -5
COc1ccc(CCNC2=C(Cl)C(=O)N(CCc3ccc(OC)c(OC)c3)C2=O)cc1OC | 8
CSc1nsc(SC)c1C(=O)Nc1ccc(C)cc1 | 8
CCCCCn1c(Sc2ncccn2)nc2c1c(=O)[nH]c(=O)n2C | -6
Cc1cccc(-n2c(C)cc(/C=N/NC(=O)c3cccc([N+](=O)[O-])c3C)c2C)c1 | 8
COc1ccc(-n2ccc(-c3nn(-c4cccc(C(F)(F)F)c4)ccc3=O)n2)cc1 | -5
COc1ccc(-c2nc3c(c(=O)[nH]c(=O)n3Cc3ccccc3)n2C)cc1 | 3
NC(=O)c1oc2ccc(Cl)cc2c1NC(=O)CN1CCOCC1 | -6
O=C1CC(c2ccc(F)cc2)Cc2nc(N3CCN(c4ccccc4)CC3)ncc21 (configuration not stated) | 7
O=C(CCCCn1c(=O)c2ccccc2n(Cc2ccc(F)cc2Cl)c1=O)NCc1ccco1 | 14
CC(C)Nc1nc(SCC(=O)Nc2ccccc2)nc(N2CCOCC2)n1 | -5
CCn1c(COc2ccccc2)nnc1SCc1ccc(C#N)cc1 | -7
CC(=O)Nc1cc2c(cc1C(=O)C(C)C)OCCO2 | -10
CCSc1nncn1/N=C/c1ccc(OC)c(OC)c1 | 4
CC(C)C(c1nnnn1CC1CCCO1)N1CCN(C2CCCC2)CC1 (configuration not stated) | -8
NC(=O)N1CC(O)CC1C(=O)Nc1ccc(Cl)c(Cl)c1 (configuration not stated) | 9
Cc1ccc(C(=O)Oc2cc(C)n(C)c(=O)c2)cc1 | 1
CC1(C)C(=O)Nc2ccccc2N1C(=O)COC(=O)C1CCCCC1 | -1
COc1ccc(-c2ccnc(SCC(=O)Nc3ccccn3)n2)cc1 | 1

# 5 structures from above, sorted by molar mass, high to low:
structure | Artemis endo inh
Cc1cccc(-n2c(C)cc(/C=N/NC(=O)c3cccc([N+](=O)[O-])c3C)c2C)c1 | 8
CC(C)C(c1nnnn1CC1CCCO1)N1CCN(C2CCCC2)CC1 (configuration not stated) | -8
COc1ccc(-c2ccnc(SCC(=O)Nc3ccccn3)n2)cc1 | 1
NC(=O)c1oc2ccc(Cl)cc2c1NC(=O)CN1CCOCC1 | -6
Cc1ccc(C(=O)Oc2cc(C)n(C)c(=O)c2)cc1 | 1

# New compounds follow
structure | Artemis endo inh
CCOC(=O)c1ccc(N2C(=O)C3CC=C(C)CC3C2=O)cc1 (configuration not stated) | -4
CC(=O)c1cccc(NC(=O)c2ccc(N(C)S(C)(=O)=O)cc2)c1 | -2
COc1cccc(NC(=O)Cc2nnc(SCCOc3ccccc3)n2C)c1 | -19
CON(c1nc(Cl)nc(N(C)C)n1)S(=O)(=O)c1ccccc1Cl | 1
CCN(CC(=O)N1CCOCC1)S(=O)(=O)c1ccc(C)cc1 | -12
Cc1ccc(N(CC(=O)N/N=C/c2cccs2)S(C)(=O)=O)cc1Cl | -5
Cn1cc(CNC(=O)C2c3ccccc3Oc3ccccc32)cn1 | -3
N/C(Cc1cccs1)=N\OC(=O)COc1ccc(Br)cc1 | 4
CCOc1ccccc1NC(=O)CC1Nc2cc(C)c(C)cc2NC1=O (configuration not stated) | -4
COc1cccc(NC(=O)CNC(=O)c2ccccc2)c1 | -6
CCOc1ccc(-n2c(N)c(-c3nc4ccccc4[nH]3)sc2=S)cc1 | -2
CC(=O)Nc1cccc(NC(=O)c2c(-c3ccccc3)noc2C)c1 | -3
Cc1ccc(/C=C/C(=O)Nn2cnnc2)cc1 | 1
O=C(Oc1ccccc1)c1c(Cl)cccc1P(=O)(O)O | 9
COc1ccc(-c2c(C(C)=O)c(C)nc3sc4c(=O)n(-c5ccc(C)cc5)nnc4c23)cc1 | 11
Cn1c(SCC(=O)NCc2ccccc2)nnc1C1CC1 | 0
COc1ccc(N2C(=O)CCC(C(=O)NCCN3CCOCC3)C2c2ccc(OC)c(OC)c2)cc1 (configuration not stated) | -1
COc1ccc(Nc2cc(C(=O)NCCCN3CCN(C)CC3)c3ccccc3n2)c(OC)c1 | -1
Cc1ccccc1Nc1nc(N)nc(CN2CCN(c3ccccn3)CC2)n1 | -7
Cc1ccc(-c2nnn(CC(=O)NCc3ccccc3)n2)c(-n2cnnn2)c1 | 0
O=C(Nc1nc(-c2ccccn2)cs1)c1ncc(Cl)c(Cl)c1Cl | 23
Cc1cccc(C)c1NC(=O)C(NC=O)c1ccc(N(C)C)cc1 (configuration not stated) | 1
Cc1cc(C(F)F)n2nc(C(=O)Nc3ccc(S(=O)(=O)N4CCCC4)cc3)nc2n1 | 4
O=C(c1ccc2ccccc2n1)N1CCN(c2ccccc2O)CC1 | 5
CC(C(=O)Nc1ccccc1Sc1ccccc1)N(c1ccccc1)S(C)(=O)=O (configuration not stated) | 2
CCNC(=S)N(Cc1ccc(OC)cc1)C1CC(=O)N(c2ccc(OCC)cc2)C1=O (configuration not stated) | 2
Fc1ccc(Oc2cc(N3CCOCC3)nc(-c3ccccc3)n2)c(F)c1 | -4
COCCOC(=O)C1=C(C)OC(N)=C(C#N)C1c1ccco1 (configuration not stated) | 2
Cc1c(NC(=O)c2cnn3c2NC(c2ccco2)CC3C(F)(F)F)c(=O)n(-c2ccccc2)n1C (configuration not stated) | -7
CC1(C)CC(=O)C2=C(C1)Nc1ccccc1NC2c1cccnc1 (configuration not stated) | -11
COc1ccc(C2CC(c3cc(Br)ccc3F)n3nnnc3N2)cc1 (configuration not stated) | 4
CCC1CCc2c(c3ccccc3[nH]c2=O)O1 (configuration not stated) | 14
CCCc1cc2c(cc1NC(=O)c1ccc(Br)cc1)OCO2 | 4
c1coc(CNc2nc3sc4c(c3c3ncnn23)CCCC4)c1 | 2
O=C(CCSc1ccccc1)Nc1ccc(OCc2ccccc2)cc1 | -5
CC(=O)N1CSCC1C(=O)O (configuration not stated) | -8
CC(C)Cn1c(=O)c2c(c3ccccc31)OC(C)C(=O)N2 (configuration not stated) | 4
CC(=O)NC1(C(F)(F)F)NC(=O)N(CC(C)C)C1=O (configuration not stated) | -8

# Compound activity (PubChem)

# This is a subset, so the mix of outcomes need not match the whole.
